Source: PubChem (National Center for Advancing Translational Sciences (NCATS))
TRHR ag – activates the human TRH receptor; activation, % at 2 µM; TRHR cells, calcium flux fluo-8, FDSS agonist mode; AID 493084; P34981; 360,000 compounds, 0.18% hits; in the data active = activation above about 30%; note: 0% is about no effect
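Fluo-8-loaded TRHR cells; 10 s baseline, compound added, kinetic Ca2+ fluorescence read 1/s, agonist mode.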
TrxR1 inh – blocks rat thioredoxin reductase 1; recombinant rTrxR1, NADPH fluorescence consumption, selenite substrate; Potency, µM (top dose mostly 114 µM), for the others: at the highest dose activity change, negative = inhibition, most hits filed as inhibitors; O89049; 390,000 compounds, 1% hits; note: potency is the fitted concentration of half-maximal effect; % is set by controls: 0 for no effect and ±100 for the full control effect; nearly all actives have a fitted effect of over 65% in size
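Rat TrxR1 (90 nM in the dispensed reagent) was pre-reduced with 400 uM NADPH for 5 min at room temperature, then incubated with compound for 15 min. After 400 uM selenite was added, NADPH fluorescence (Ex 340/Em 450 nm) was followed for 8 min.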
D2 agonist – D2 dopamine receptor (human) agonism | P14416 | HEK293 T-REx D2 cells, calcium flux agonist mode | activation, % at 2 µM | 340,000 compounds, 0.53% hits;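 active = activation over 3 SD above normal in the single-dose calcium agonist read, cut at about 30% in these data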; note: 0% is about no effect
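HEK293 Trex D2 cells, tetracycline-induced, o/n 30 C 5% CO2; no-wash Ca dye, RT 30–90 min; 10-cycle baseline, 23 nl cpd added, kinetic Ca read 180 s; agonist hits = positive Ca response.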
TRHR enhancer – TRH receptor (human) allosteric enhancement; P34981; TRHR cells, fluo-8 calcium fluorescence, EC20 TRH enhancement; enhancement, % at 2 µM; 360,000 compounds, 0.66% hits; in the data active = enhancement above about 30%; note: 0% is about no effect
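TRHR-expressing cells loaded with fluo-8 calcium dye were read kinetically (ex 480/em 530) during compound addition, then stimulated with an EC20 of TRH (10 nM final). Enhancement of the Gq-mediated intracellular calcium response was scored.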
USP1 inh – USP1/UAF1 (human) deubiquitinase inhibition; recombinant USP1/UAF1, Ub-Rhodamine cleavage fluorescence; O94782; Potency, µM (titrated, usually from 57.1 µM), without a hit: top-dose activity change, negative = inhibition, usual class: inhibitors; 390,000 compounds, 0.23% hits; note: potency is the fitted concentration of half-maximal effect; % is set by controls: 0 for no effect and ±100 for the full control effect; nearly all actives have a fitted effect of over 60% in size; inactives centre near -12
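In this screen, compounds sit with the deubiquitinase complex (1nM) for 15 min at room temperature before Ub-Rho is added at 150nM final. Fluorescence rise is then followed for 6 reads every 60 seconds.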
mIDH1 inhibitor – inhibitors of human mutant IDH1 R132H | Potency, µM (series often up to 76.6 µM), for inactives: top-dose activity change, negative = inhibition, usual class: inhibitors | IDH1-R132H enzyme, NADPH consumption, diaphorase/resazurin fluorescence | 390,000 compounds, 0.093% hits; note: potency is the fitted concentration of half-maximal effect; % is set by controls: 0 for no effect and ±100 for the full control effect; nearly all actives have a fitted effect of over 65% in size
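IDH1-R132H (0.5 ug/mL dispensed) in pH 7.5 Tris buffer was preincubated 30 min with compound, then given a substrate mix of 0.016 mM NADPH and 2 mM alpha-KG for 80 min at room temperature; remaining NADPH was read by diaphorase/resazurin fluorescence.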
TrxR1 substrate – rat thioredoxin reductase 1 substrate activity; 390,000 compounds, 0.01% hits; Potency, µM (highest dose often 114 µM), without a hit: at the top dose activity change, negative = substrate turnover; O89049; purified TrxR1 substrate turnover, NADPH consumption readout; note: potency is the fitted concentration of half-maximal effect; % is set by controls: 0 for no effect and ±100 for the full control effect; nearly all actives have a fitted effect of over 50% in size
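Rat TrxR1, dispensed at 90 nM, was prereduced with 400 uM NADPH (final) for 5 min at ~22 deg C, then incubated with compound 15 min before 400 uM selenite. A first-read NADPH fluorescence drop versus no-compound background flagged substrates.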
D2 antagonist – antagonists of human D2 dopamine receptor | 340,000 compounds, 2% hits | HEK293 TREx D2 cells, calcium flux, dopamine EC80 | inhibition, % at 10 µM; in the data active = inhibition above about 30%; note: 0% is about no effect
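Overnight-induced (tetracycline, 30 C) HEK293 T-REx cells carrying force-coupled D2 receive a no-wash calcium dye, then compound, then EC80 dopamine at 180 s; signals are read kinetically throughout.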
PI4K2A inh – blocks human PI4K2A kinase activity; 420,000 compounds, 0.13% hits; purified PI4K2A, ADP-Glo luminescence, 1 h; active compounds read low; Q9BTU6; activity change, negative = inhibition, % at 76.9 µM; in the data active = activity change below about -50%; inconclusive = mostly about -30% to -49%;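 note: -100% = wells without enzyme as full effect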
Target sequence (Q9BTU6 whole entry, looked up): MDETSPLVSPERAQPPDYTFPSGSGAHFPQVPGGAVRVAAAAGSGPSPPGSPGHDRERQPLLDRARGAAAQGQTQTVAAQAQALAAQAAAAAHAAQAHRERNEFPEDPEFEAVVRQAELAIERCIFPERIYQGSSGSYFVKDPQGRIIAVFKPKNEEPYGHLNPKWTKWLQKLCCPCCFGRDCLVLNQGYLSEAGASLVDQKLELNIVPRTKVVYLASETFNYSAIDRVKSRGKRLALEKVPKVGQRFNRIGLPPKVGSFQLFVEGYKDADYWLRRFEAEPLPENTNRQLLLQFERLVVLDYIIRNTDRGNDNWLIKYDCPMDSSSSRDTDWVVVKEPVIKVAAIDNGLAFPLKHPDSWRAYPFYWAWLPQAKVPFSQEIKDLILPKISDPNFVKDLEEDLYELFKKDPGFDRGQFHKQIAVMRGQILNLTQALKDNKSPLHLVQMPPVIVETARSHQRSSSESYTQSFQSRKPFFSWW
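ADP-Glo luminescence measured ADP generated by PI4K2A enzyme (4 ug/mL before mixing) with 1.2 mM PI substrate (pre-mix) and 300 microM ATP (pre-mix). Tris pH7.5 buffer with MgCl2, Triton X-100; 1 h reaction at ambient temperature.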
* = called active by the depositor; u = inconclusive; x = not tested or not shown; & = joins results of further samples; [ ] = dose if it differs, or a comment. Unless noted, calls come from the whole dose curve; as a rule, active = well fitted inhibition curve with a large enough effect; inconclusive = small, poorly fitted or top-dose-only effect; inactive = no such curve, though single readings can be large or run the other way.

item	compound	TRHR ag	TrxR1 inh	D2 agonist	TRHR enhancer	USP1 inh	mIDH1 inhibitor	TrxR1 substrate	D2 antagonist	PI4K2A inh
1	COc1ccc(C2=Nc3ccc(C)cc3NC(c3ccc(Cl)cc3)=N2)cc1	-1.3	18.1%	-1.0	-2.7	-11.4%	x	-4.2%	x	2.2
2	CCc1ccc(NC(=S)N2CCN(c3cccc(C(F)(F)F)c3)CC2)cc1	0.2	-6.4%	0.8	-0.9	-12.3%	0.0%	-8.8%	11.3	2.2
3	Cc1noc(C)c1NC(=O)NC(c1ccccc1)c1ccccc1	0.1	40.6%[activator]	0.3	-1.3	-21.6%	0.0%	13.4%	-19.6	3.9
4	NS(=O)(=O)c1ccc(NC(=O)CSc2ncccn2)cc1	-0.8	11.5%	0.8	-5.8	-15.7%	7.8%	10.9%	2.4	2.0
5	O=C(NC1CC1)c1ccc(-n2cccc2)cc1	-0.1	7.0%[57.1 µM]	-2.9	4.9	-3.5%	2.5%	6.6%[57.1 µM]	3.4	0.9
6	NC(=O)c1cc2cc(Cc3ccccc3Cl)ccc2oc1=O	-0.8	11.9%[57.1 µM]	0.0	-3.6	u	11.3%	13.9%[57.1 µM]	-1.1	-2.1
7	CC(C(=O)N1CCN(C=O)CC1)N1C(=O)c2ccccc2C1=O (configuration not stated)	1.1	16.0%[57.1 µM]	-1.1	-0.6	-20.4%	12.5%	6.4%[57.1 µM]	-0.1	-0.7
8	Cc1ccc(C(OC(=O)c2ccco2)C(=O)NC2CCCC2)cc1 (configuration not stated)	0.9	5.2%	-0.7	4.7	-6.6%	-7.6%	2.5%	4.1	-6.3
9	O=[N+]([O-])c1ccc(N2CCCCC2)nc1N1CCCCC1	-0.6	25.8%[11.4 µM]	0.4	5.0	-16.1%	10.2%	-5.5%	15.9	-5.1
10	COc1ccccc1CCNC(=O)CNC(=O)c1ccc2ccccc2c1	-0.7	9.1%&39.0%	-0.7	0.2	-5.2%	-2.7%	-3.1%&6.3%	-0.1	-2.4
11	CCCn1c(N)c(C(=O)CN(C)CC(=O)Nc2cccc(F)c2)c(=O)[nH]c1=O	0.4	21.6%	0.5	1.6	-18.5%	2.3%	4.0%	-14.5	2.0
12	CCc1ccc(-c2cn3c(n2)SCC3)cc1	0.3	12.0%	0.8	-10.6	-19.3%	0.3%	-1.6%	-0.3	0.7
13	COc1cccc(N(Cc2nnc3n2CCCCC3)C(=O)Nc2ccccc2)c1	0.1&-0.4	7.4%	-0.1&-0.1	-2.5&-3.4	-10.9%&-20.9%	-6.4%&14.8%	-7.2%	-3.0	4.5&-0.2
14	Cc1oc(-c2ccc(Cl)cc2)nc1CS(=O)CC(=O)NCc1ccc2c(c1)OCO2 (configuration not stated)	-1.2	-44.4%	-0.5	2.5	-23.3%	1.5%	9.1%[57.1 µM]	1.1	-1.2
15	CCn1c(=O)c2c(nc(SCC(=O)Nc3ccccc3)n2C)n(C)c1=O	0.5	9.8%	6.3	2.4	-18.8%	0.6%	7.9%[0.0914 µM]	-19.6	-3.8

Of the compounds above, these contain four or more nitrogen atoms:
item	compound	TRHR ag	TrxR1 inh	D2 agonist	TRHR enhancer	USP1 inh	mIDH1 inhibitor	TrxR1 substrate	D2 antagonist	PI4K2A inh
4	NS(=O)(=O)c1ccc(NC(=O)CSc2ncccn2)cc1	-0.8	11.5%	0.8	-5.8	-15.7%	7.8%	10.9%	2.4	2.0
9	O=[N+]([O-])c1ccc(N2CCCCC2)nc1N1CCCCC1	-0.6	25.8%[11.4 µM]	0.4	5.0	-16.1%	10.2%	-5.5%	15.9	-5.1
11	CCCn1c(N)c(C(=O)CN(C)CC(=O)Nc2cccc(F)c2)c(=O)[nH]c1=O	0.4	21.6%	0.5	1.6	-18.5%	2.3%	4.0%	-14.5	2.0
13	COc1cccc(N(Cc2nnc3n2CCCCC3)C(=O)Nc2ccccc2)c1	0.1&-0.4	7.4%	-0.1&-0.1	-2.5&-3.4	-10.9%&-20.9%	-6.4%&14.8%	-7.2%	-3.0	4.5&-0.2
15	CCn1c(=O)c2c(nc(SCC(=O)Nc3ccccc3)n2C)n(C)c1=O	0.5	9.8%	6.3	2.4	-18.8%	0.6%	7.9%[0.0914 µM]	-19.6	-3.8

The main list resumes; the two compounds before the break are reprinted first.
item	compound	TRHR ag	TrxR1 inh	D2 agonist	TRHR enhancer	USP1 inh	mIDH1 inhibitor	TrxR1 substrate	D2 antagonist	PI4K2A inh
14	Cc1oc(-c2ccc(Cl)cc2)nc1CS(=O)CC(=O)NCc1ccc2c(c1)OCO2 (configuration not stated)	-1.2	-44.4%	-0.5	2.5	-23.3%	1.5%	9.1%[57.1 µM]	1.1	-1.2
15	CCn1c(=O)c2c(nc(SCC(=O)Nc3ccccc3)n2C)n(C)c1=O	0.5	9.8%	6.3	2.4	-18.8%	0.6%	7.9%[0.0914 µM]	-19.6	-3.8
16	Cc1oc(-c2ccc(Cl)cc2)nc1CS(=O)CC(=O)NC(C)c1ccccc1 (configuration not stated)	-0.4	9.9%	-0.1	-3.6	-22.5%	0.4%	16.6%	4.0	3.3
17	CCCn1nnnc1NC(=O)c1cccs1	0.1	0.7%	0.0	-1.0	-12.9%	1.3%	-4.0%	-0.8	-2.8
18	O=C(CCN1CCN(c2ccccc2F)CC1)Nc1ccccc1F	-0.6	14.3%[57.1 µM]	55.0*	0.2	7.4%	-0.3%	6.6%[57.1 µM]	86.4*	6.6
19	COc1ccccc1NC(=O)N1CCCC1C(=O)NC12CC3CC(CC(C3)C1)C2 (configuration not stated)	-0.3	11.6%[57.1 µM]	-0.1	1.7	-10.4%	-4.0%	6.3%[57.1 µM]	-8.6	1.0
20	COC(=O)c1ccc(/C=N/N2C(C)CCCC2C)cc1 (configuration not stated)	-0.5	-16.9%	0.5	9.5	-15.4%	0.0%	-17.7%	11.9	-0.5
21	N#Cc1cc2c(nc1SCC(=O)O)CCCCC2	0.0	23.6%	0.4	2.9	-19.6%	1.4%	3.7%	6.7	-7.6
22	CC1CN(C(=O)CCS(=O)(=O)c2ccccc2)CC(C)O1 (configuration not stated)	-1.0	3.4%	-2.8	9.2	-12.0%	0.0%	0.0%	-25.7	6.9
